hIAP block – human IAP inhibition; purified IAP, CDP-Star luminescence, 30 min; 0.12% of 330,000 active; AID 2544; inhibition, % at 10 µM;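 active means inhibition reaching a set limit with compound at 10 µM in the primary screen, cut at about 35% in these data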;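 further: plate controls were DMSO wells with enzyme for no effect and no-enzyme buffer wells for full effect; values of inactives mirror those of a sister screen read the other way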
Target sequence (P09923 whole entry, looked up): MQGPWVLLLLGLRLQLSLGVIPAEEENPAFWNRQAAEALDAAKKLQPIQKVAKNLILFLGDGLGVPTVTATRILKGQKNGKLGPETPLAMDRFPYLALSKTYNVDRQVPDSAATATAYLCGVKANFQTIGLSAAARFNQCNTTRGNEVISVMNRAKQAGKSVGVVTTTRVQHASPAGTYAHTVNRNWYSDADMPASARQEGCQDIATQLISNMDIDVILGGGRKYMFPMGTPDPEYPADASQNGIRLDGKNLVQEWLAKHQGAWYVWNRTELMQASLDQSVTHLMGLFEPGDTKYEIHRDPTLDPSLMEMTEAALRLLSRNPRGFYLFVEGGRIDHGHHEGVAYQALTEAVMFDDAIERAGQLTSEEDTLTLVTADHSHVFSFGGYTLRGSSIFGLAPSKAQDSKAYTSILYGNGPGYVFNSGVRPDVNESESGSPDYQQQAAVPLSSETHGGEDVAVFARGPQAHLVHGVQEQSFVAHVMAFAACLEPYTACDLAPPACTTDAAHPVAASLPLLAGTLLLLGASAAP
mIAP activ – increases mouse intestinal alkaline phosphatase activity | muIAP, CDP-Star luminescence, 30 min; hits give high values; 1 = vehicle-only enzyme signal, 0 = enzyme-free wells | 0.24% of 330,000 active | activation factor at 10 µM;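 active means activation factor of at least 2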; further: the source names both 10 and 20 µM as test concentration; values of inactives mirror those of a sister screen read the other way
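also added = chemiluminescent substrate CDP-Star | test system = mouse IAP enzyme | signal = chemiluminescence readout | compound = DMSO-dissolved test compounds | incubation = 30 min at room temperature | benchmarks = DMSO wells, no-enzyme wells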
beta cell repl – inducers of beta-cell replication in MIN6 cells. proliferation, % at 10 µM. MIN6 cells proliferation, ATPlite luminescence, 48 h; cells starved in 0.2% serum; 100% = growth in 10% serum. 0.29% of 330,000 active;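 active means compounds whose signal lies at least 3.5 SD above the mean of all wells on their plate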;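 further: 0% = DMSO-treated cells in low-serum medium and 100% = 10% serum control; some compounds called inactive have numbers as strong as hits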
TIM10 inh – inhibits growth of TIM10 yeast strain; AID 463195; inhibition, % at 10 µM; 1.4% of 330,000 active; S. cerevisiae TIM10 strain growth, BacTiter-Glo luminescence, 24 h;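 active means inhibition of 40% or more at the single tested concentration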;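 further: wild-type TIM10 isogenic control strain grown at permissive 25 °C; 0% = DMSO yeast wells and 100% = minimal medium wells without yeast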
mIAP block – blocks mouse intestinal alkaline phosphatase; inhibition, % at 10 µM; AID 2806; 0.2% of 330,000 active; purified mouse IAP, CDP-Star luminescence, 30 min;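 active means inhibition of at least 40% at 10 µM in the primary screen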;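 further: plate controls were DMSO with enzyme for no effect and no enzyme wells for full effect; values of inactives mirror those of a sister screen read the other way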
A3A deaminase – human APOBEC3A DNA deaminase inhibition; 0.41% of 330,000 active; AID 493011; recombinant A3A, FAM/TAMRA ssDNA deamination fluorescence; inhibition, % at 20 µM;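 active means at least 40% inhibition at 20 µM here, with at most 30% in a related deaminase screen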;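 further: plate controls were A3A with DMSO for no effect and wells lacking A3A enzyme for full effect; some results filed as inactive read as strong as hits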
tim10-1 inh – tim10-1 yeast growth inhibition; inhibition, % at 20 µM; 2.2% of 330,000 active; AID 463190; S. cerevisiae tim10-1 ts strain growth, BacTiter-Glo, 24 h;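 active means inhibition of at least 40%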;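 further: mutant grown at 25 °C; 0% = DMSO wells with yeast and 100% = wells holding no yeast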
APOBEC3G inh – APOBEC3G (human) deaminase inhibition. Q9HC16. recombinant A3G, ssDNA deamination FAM/TAMRA fluorescence. inhibition, % at 20 µM. 0.28% of 330,000 active. AID 493012;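 active means inhibition of at least 40% at 20 µM, with no more than 30% in the related APOBEC3A deaminase screen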;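 further: plate controls were DMSO wells with A3G for no effect and wells lacking A3G enzyme for full effect; some compounds called inactive have numbers as strong as hits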
Target sequence (Q9HC16 whole entry, looked up): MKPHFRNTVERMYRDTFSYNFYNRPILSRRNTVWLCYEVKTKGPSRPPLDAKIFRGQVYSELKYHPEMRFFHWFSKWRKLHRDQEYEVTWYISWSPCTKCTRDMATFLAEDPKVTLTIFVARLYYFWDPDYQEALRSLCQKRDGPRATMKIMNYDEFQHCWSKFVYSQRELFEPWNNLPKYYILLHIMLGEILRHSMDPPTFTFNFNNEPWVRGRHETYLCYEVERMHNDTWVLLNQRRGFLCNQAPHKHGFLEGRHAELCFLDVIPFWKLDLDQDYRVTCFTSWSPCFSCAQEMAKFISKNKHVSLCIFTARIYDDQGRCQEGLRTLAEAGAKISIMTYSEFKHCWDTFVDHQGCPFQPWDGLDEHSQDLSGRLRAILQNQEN
NALP3 yeast inh – inhibitors of NALP3 inflammasome in yeast. Yeast reconstituted NLRP3/ASC/caspase-1, beta-gal luminescence, 24 h. inhibition, % at 10 µM. 0.39% of 330,000 active;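 active means inhibition of 50% or more; inactive means inhibition below 50%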;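 further: plate controls were induced DMSO wells for no effect and uninduced yeast grown without galactose for full effect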
Active calls of the source: *; · = not tested or not shown.

SMILES	hIAP block	mIAP activ	beta cell repl	TIM10 inh	mIAP block	A3A deaminase	tim10-1 inh	APOBEC3G inh	NALP3 yeast inh
O=C(CN1c2ccccc2S(=O)(=O)c2ccccc21)NCc1ccccc1	-12	0.98	-6	10	2	-4	16	-2	4
CC(NC(=O)c1cc2ccccc2o1)c1ccccc1 (stereo not given)	-10	1	1	-19	-3	2	-20	-12	12
C=CCSC1=C(C#N)C(c2ccccc2OCC)CC(=O)N1 (stereo not given)	-3	1	-3	-5	0	-4	6	-5	-4
CC(=O)Nc1sc(C)c(C)c1C(=O)OCC(=O)Nc1cc(S(C)(=O)=O)ccc1Cl	6	0.93	6	8	7	5	7	-5	5
O=C(N[C@@H](Cc1ccccc1)C(=O)NCCc1c[nH]c2ccccc12)c1ccco1	3	1.1	1	-15	-10	-1	-2	-10	24
Cc1ccc(N(C(=O)c2snc(C(N)=O)c2N)C(C(=O)NC2CCCC2)c2ccncc2)cc1 (stereo not given)	2	1.1	2	-14	-6	0	2	-4	1
COc1ccc(C)cc1NC(=O)C1CCN(S(=O)(=O)c2ccccc2)CC1	25	1	-2	-6	0	0	1	0	25
COc1ccc(N(C(=O)c2ccco2)C(C(=O)NC2CCCC2)c2ccco2)cc1OC (stereo not given)	-13	1.1	-1	-3	-5	1	5	-1	0
Cc1ccc(NC(=S)N(N)CCO)cc1	7	0.98	-3	-7	2	-6	0	-14	-2
N#CCSc1nc2c(cc1C#N)CCCC2	0	1.1	-3	-26	-13	-2	28	-7	22
CCCc1cc(C(=O)NNC(=S)Nc2cccc(C)c2)cs1	-77	1	-1	24	-1	1	47*	0	5
Cc1ccccc1N/N=C/c1c(C)nc2ccccn12	6	0.97	-4	17	3	1	45*	-3	25
Cc1ccc(SCC(=O)Nc2ccccc2C(=O)N2CCOCC2)cc1	-2	1	-2	1	-4	2	-6	1	-11
O=C(NC1CCCc2ccccc21)c1c(F)cccc1Cl (stereo not given)	9	0.99	-1	-20	1	-2	22	-9	27
COc1cc(C(=O)N=c2sc3ccccc3n2C)cc(OC)c1OC	9	0.97	-1	29	2	2	25	-6	15
Cc1ccc(NC(=O)c2cccc(S(=O)(=O)NCc3ccccc3)c2)nc1	16	0.94	4	11	6	-5	24	-12	11
NC(=O)c1ccsc1NC(=O)Cc1ccc([N+](=O)[O-])cc1	-6	0.93	-1	-3	7	3	0	-4	-2
CC1=C(C#N)C(=O)OC(C)(C)C1	-14	0.99	-2	-15	1	-5	-1	-1	-8
O=C(c1cc(-c2ccccn2)nc2ccccc12)N1CCN(c2ncccn2)CC1	4	1	-2	18	-3	-1	21	-5	4
COc1ccc(C(=O)NCC(=O)N2CCN(c3ncccn3)CC2)cc1OC	9	1	-5	-5	-1	2	2	-2	9
COc1ccc(NC(=O)CN(C)C(=O)c2oc3c(ccc4ccccc43)c2C)cc1	12	1.1	-4	4	-10	0	3	-4	23
CCN(CC)CCn1c(SCC(=O)Nc2cccc(OC)c2)nc2c(sc3ccccc32)c1=O	-6	0.9	-6	-12	10	-1	37	-1	11
COc1cccc(NC(=O)c2ccc(-n3cnnn3)cc2)c1	-13	1	3	-11	-2	0	-8	-5	13
COc1ccc(-c2cc(C(F)F)n3ncc(C(=O)Nc4cc(C)on4)c3n2)cc1	-15	1	0	-7	-1	0	20	-3	15

Of the compounds above, 2 contain fluorine:
SMILES	hIAP block	mIAP activ	beta cell repl	TIM10 inh	mIAP block	A3A deaminase	tim10-1 inh	APOBEC3G inh	NALP3 yeast inh
O=C(NC1CCCc2ccccc21)c1c(F)cccc1Cl (stereo not given)	9	0.99	-1	-20	1	-2	22	-9	27
COc1ccc(-c2cc(C(F)F)n3ncc(C(=O)Nc4cc(C)on4)c3n2)cc1	-15	1	0	-7	-1	0	20	-3	15

(continued)
SMILES	hIAP block	mIAP activ	beta cell repl	TIM10 inh	mIAP block	A3A deaminase	tim10-1 inh	APOBEC3G inh	NALP3 yeast inh
O=C(COc1ccc2c3c(c(=O)oc2c1)CCCC3)N[C@@H](Cc1ccccc1)C(=O)O	20	0.9	2	0	10	-4	-15	-10	-1
Cc1ccccc1C(=O)Nc1ccc(O)cc1C(=O)O	-3	1.1	-4	6	-6	0	9	-3	16
Clc1ccc(-c2c[n+](Cc3ccc(Br)cc3)c3n2CCCCC3)cc1	-18	1.1	-4	23	-9	2	1	3	16
CCn1c(CNc2cccc(Cl)c2)nnc1SCC(=O)OC1CCCCC1	-20	1.1	-3	34	-14	3	32	-2	-3
O=C(Nc1ccnn1C1CCN(Cc2cccc(OCCO)c2)CC1)C1CCOC1 (stereo not given)	-6	1	1	6	-2	-3	11	-6	17
CCCCCOC(=O)NC1CCS(=O)(=O)C1 (stereo not given)	-6	0.98	-2	-9	2	0	-18	-5	24
Oc1c(Br)cccc1/C=N/c1ncn[nH]1	-4	0.9	0	15	10	-6	14	-12	1
O=C(COc1ccc(Cl)cc1Cl)NCc1ccncc1	-15	1	-1	-6	0	-3	19	-6	-9
Cn1nc(NC(=O)C2CCC2C(=O)O)c2c(F)cccc21 (stereo not given)	1	0.93	-1	10	7	-3	7	-9	1
COc1ccc(C(CNC(=O)COc2c(C)cc(C)cc2C)N2CCOCC2)cc1 (stereo not given)	4	1.1	-4	-12	-6	3	0	-1	24
O=C(c1ccc(F)cc1Cl)N1CCN(S(=O)(=O)c2cccs2)CC1	9	1	-1	19	-1	-3	20	-5	1
O=C(NCc1ccco1)c1ccc(Cl)c(S(=O)(=O)Nc2ccccc2)c1	-14	1	1	-6	-4	-1	3	-4	6
N#C/C(=C\c1ccc(-c2cccc(Cl)c2)o1)C(=O)Nc1cccc2cccnc12	-3	0.91	-3	6	9	-4	17	-1	7
CCOc1ccc(S(=O)(=O)N2CCN(C(=O)Cc3n[nH]c(=O)c4ccccc34)CC2)cc1	8	0.96	-1	14	4	0	2	-1	21
CCC1CCCCN1CC(=O)c1c(C)[nH]c2ccc(OC)cc12 (stereo not given)	-14	0.97	-1	11	3	-4	-13	-4	-36
O=C(CN1C(=O)NC(c2ccccc2)(c2ccccc2)C1=O)NCC(=O)Nc1ccc(F)cc1	-12	1	-5	4	0	2	7	-5	6
COc1ccc(-c2cc(CCC(=O)N3CCN(c4cc(C)ccc4C)CC3)[nH]n2)cc1	·	1.1	·	21	-12	4	16	3	·
Clc1ccccc1-c1ccc(/C=N/n2cnnc2)o1	-6	1	0	15	-1	-1	28	-3	-9
Cc1noc(C)c1S(=O)(=O)NCC(=O)O	-17	1	-2	7	0	-1	3	-5	22
COc1ccc(C(=O)N2c3ccccc3C=CC2C#N)cc1 (stereo not given)	-12	0.94	-2	8	6	-1	38	0	23
COCCn1c(Cc2ccccc2)nnc1SCC(=O)N1CCOCC1	-10	1.1	0	-13	-5	-3	-16	-4	1
Cc1ccc(C(=O)Nc2ccc(O)cc2C(=O)O)cc1	25	0.92	-2	-9	8	0	1	-6	14
CCOC(=O)c1cc(S(=O)(=O)N2CCc3ccccc32)cn1C	-10	0.94	-5	6	6	-7	10	-7	16
CCN1CCN(c2nc(Nc3cccc(F)c3)nc(N)c2[N+](=O)[O-])CC1	9	0.98	-2	5	2	5	10	-1	3
COc1ccc(S(N)(=O)=O)cc1N(C)S(=O)(=O)c1ccccc1	-6	1	1	14	0	4	11	-3	5
COc1ccc(C)cc1S(=O)(=O)N1CCN(C(=O)c2ncoc2-c2ccccc2C)CC1	-2	1	-1	1	-4	-4	8	-8	24
Cc1ccc(-c2csc3ncnc(SCc4ccc(C(=O)O)cc4)c23)cc1	20	0.9	-5	20	10	-1	31	-3	7
CC(C)S(=O)(=O)c1csc(C(=O)NN)c1Cl	-20	0.84	-1	1	16	0	-14	-5	16
O=C(c1ccc(N2CCCS2(=O)=O)cc1)N1CCN(c2ccc(F)cc2)CC1	4	0.97	0	12	3	-1	-4	-5	5
CCC(=O)Nc1sc2c(c1C(N)=O)CCN(C(C)=O)C2	6	0.93	-1	-15	8	-1	-7	0	3
O=C(NC(=S)Nc1ccc(CN2CCCCC2)cc1)c1ccco1	5	1	-3	-4	-2	-2	8	0	13
O=C(O)c1ccc(/C=N/Nc2cccc(C(F)(F)F)c2)cc1	0	1	-1	21	-2	-9	24	-10	1
Cc1ccc(Cl)c(OCC(=O)N2CCc3ccccc3C2)c1	-20	0.97	-1	8	3	1	28	-3	16
Cc1cc(OCC(=O)O/N=C(\N)c2ccccc2)ccc1Br	6	0.92	4	11	8	-6	23	-6	12
CCCN1Cc2cccc(C(=O)N3CCN(c4cc(Cl)ccc4C)CC3)c2C1=O	3	1	0	11	-4	5	34	4	22
Cc1cc(Oc2ccc(=O)n(C)n2)nc(SCC(N)=O)n1	-14	1.1	4	-12	-10	-3	-13	-7	-8
COCCn1nnnc1C(c1ccccc1OC)N1CCN(c2ccccc2)CC1 (stereo not given)	30	0.94	0	2	6	-1	15	-2	19
Cc1ccc(Cl)cc1NC(=O)c1cccc(OC(F)F)c1	22	1	-2	13	-2	3	32	4	19
O=c1c(C=Nc2ccc(Oc3ccccc3)cc2)c[nH]n1-c1cccc(Cl)n1	-27	0.92	-3	-27	8	-2	-4	-4	17
O=c1cc(-c2cccc3ccccc23)[nH][nH]1	-11	0.96	0	24	4	-18	33	-3	6
CCC(CC)NC(=O)c1ccc2nc[nH]c2c1	-15	0.87	-3	-4	13	-4	-9	-7	20
O=C(C1CC1)N1CCC(c2nc(-c3ccc(S(=O)(=O)N4CCCC4)cc3)no2)CC1	13	0.95	2	11	5	-5	13	-3	13
CC1CCN(S(=O)(=O)c2ccc(NC(=O)[C@@H]3CCCN3C(=O)c3cccs3)cc2)CC1	18	1	0	19	-4	1	16	-7	5
O=C(CSc1nnc(-c2ccccc2O)o1)Oc1ccc(Br)cc1	0	0.92	-4	-14	8	-1	15	-10	15
O=C(O)c1ccccc1NC(=O)c1ccccc1Nc1ccccc1	-7	0.97	-6	13	3	0	6	-7	15
COc1ccc(CN2CCC(Oc3cc(C(=O)NC4CC4)ccc3OC)CC2)c(O)c1	-28	1.1	-2	83*	-7	-2	-10	1	-6
CS(=O)(=O)N(CC(=O)N1CCCCCC1)c1cccc([N+](=O)[O-])c1	2	0.94	-2	5	6	0	-1	-3	17
O=C(O)c1ccccc1-c1nc2cc(Cl)ccc2c(=O)n1O	5	0.94	-2	0	6	2	-19	-3	15
COc1ccc(OC)c(NC(=O)c2cn(C)c(=O)c3cc(OC)c(OC)cc23)c1	-3	0.99	-2	9	1	-2	26	-6	-11
O=C1c2ccccc2C(=O)N1CN(C(=O)COc1ccccc1)c1ccccc1	20	1.1	0	14	-11	-6	20	-6	-3
c1ccc(CNc2ncnc3c2ncn3C2CCCCO2)cc1 (stereo not given)	-2	0.96	-1	0	4	1	8	8	4
CN(C(=S)NC(=O)C1CC1)c1ccc(O)cc1	-4	0.96	1	7	4	-3	-4	-1	13
COc1ccc(CNC(=O)c2ccc(N3CCC4(CC3)CC(c3ccc(Cl)cc3)=NO4)c(N)c2)cc1	7	1.1	-6	4	-10	-3	9	-4	12
CCOC(=O)c1oc2ccccc2c1CSc1nnnn1-c1ccc(C)cc1	16	0.99	-4	25	1	2	26	-6	20
O=C1N(c2ccccc2C(F)(F)F)OC1(Cc1ccccc1)c1ccccc1 (stereo not given)	0	0.97	-8	9	3	-2	-38	-7	-45
COc1ccc(CNCCc2ccc([N+](=O)[O-])cc2)c(OC)c1OC	2	1	0	-21	-4	-5	-7	-4	22
COc1ccc(-c2nc(Cc3ccc(Cl)cc3)no2)cc1OC	26	1	-1	8	-4	0	24	-3	22

Screening data as filed in PubChem.
